Compound activity deposited in PubChem by several laboratories.
PPC-1+TRAIL kill: compounds killing PPC-1 cancer cells with TRAIL present (potentiator screen, no TRAIL-free arm); cell killing (% activity), % at 4 µM; 0.41% of 220,000 active; PPC-1 cells + TRAIL, ATPLite viability luminescence; AID 1443;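 active means cell killing above 50% in the first pass at 4 µM, then a duplicate retest at 5 µM averaging 50% or more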;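 further: plate controls were cells with TRAIL plus DMSO for no effect and medium-only wells lacking cells for full effect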
CHOP inhibitor: CHOP inhibition in unfolded protein response | CHO-K1 CHOP-promoter luciferase, tunicamycin-induced, 15-18 h | inhibition, % at 10 µM | 3.8% of 220,000 active;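 active means compounds that reduced the stress-induced luciferase reporter signal by more than about 70% of percent inhibition, limit read from the data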;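 further: 0% = tunicamycin plus vehicle and 100% = wells without tunicamycin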
Wee1 stabilizer: inhibitors of human Wee1 degradation | P30291 | HeLa Luc-Wee1K328M stability, luciferase luminescence; 100% = proteasome inhibitor MG132 effect | reporter increase, % at 5 µM | 1.2% of 220,000 active | AID 1321;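 active means activation above the mean of all tested compounds plus 3 SD, set per screening run, cut at about 8.8% in these data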;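 further: cells exposed to compound for 20 h before luminescence read; 0% = DMSO alone and 100% = MG132 at 30 µM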
Target sequence (P30291 whole entry K328M): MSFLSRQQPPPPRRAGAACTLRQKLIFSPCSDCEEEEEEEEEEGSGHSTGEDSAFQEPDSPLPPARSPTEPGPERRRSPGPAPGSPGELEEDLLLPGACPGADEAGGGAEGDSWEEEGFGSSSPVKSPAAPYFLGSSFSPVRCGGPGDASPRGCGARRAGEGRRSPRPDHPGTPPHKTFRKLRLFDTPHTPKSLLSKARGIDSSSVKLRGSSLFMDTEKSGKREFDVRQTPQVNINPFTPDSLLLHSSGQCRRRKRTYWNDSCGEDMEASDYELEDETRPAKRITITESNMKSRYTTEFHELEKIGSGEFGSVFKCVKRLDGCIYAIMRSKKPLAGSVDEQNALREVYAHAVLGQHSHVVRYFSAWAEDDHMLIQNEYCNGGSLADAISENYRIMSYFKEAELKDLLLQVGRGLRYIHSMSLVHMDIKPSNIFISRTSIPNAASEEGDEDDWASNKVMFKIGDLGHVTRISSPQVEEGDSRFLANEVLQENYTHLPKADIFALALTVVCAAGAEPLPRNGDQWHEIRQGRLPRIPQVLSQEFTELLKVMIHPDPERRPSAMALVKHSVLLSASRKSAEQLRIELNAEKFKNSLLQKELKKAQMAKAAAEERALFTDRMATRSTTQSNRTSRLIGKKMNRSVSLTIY
TNF death inh: TNF-alpha cell death inhibition in Jurkat FADD-/- cells | Jurkat FADD-/- TNF necroptosis rescue, ATP luminescence, 24 h; 0 = TNF only, 100 = no-TNF cells | activation (protection from cell death), % at 10 µM | 0.068% of 220,000 active;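 active means activation, meaning protection from cell death, of at least 50% relative to plate controls; inactive means activation below 50%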;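 further: necroptosis triggered by 40 ng/mL TNF-alpha added together with compound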
Ba/F3 V617F tox: reduce viability of Ba/F3 cells dependent on JAK2V617F; 1.1% of 220,000 active; Ba/F3 EpoR-JAK2V617F viability, ATP luminescence; AID 1446; inhibition, % at 5.6 µM;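 active means inhibition above the campaign mean plus 3 SD over all tested compounds, cut at about 24% in these data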;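 further: cytokine-independent growth of Ba/F3 cells driven by EpoR plus mutant JAK2; 0% = DMSO-treated cells and 100% = JAK inhibitor I control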
TRPN1 ag: activates the zebrafish TRPN1 channel. HEK293 zebrafish TRPN1-YFP, Fluo-8 calcium fluorescence; 100% = response to 87 µM carbachol. activation, % at 3 µM. 0.18% of 220,000 active. AID 1424;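 active means activation above its plate's cutoff, the mean activation of test wells on that plate plus 3 SD, cut at about 19% in these data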;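 further: 0% = DMSO alone and 100% = 87 µM carbachol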
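Material: zebrafish TRPN1-YFP in HEK293 cells; Doses: single test compound dose, 3 µM nominal, 0.3% DMSO; Timing: dye loading 1 h at 37 °C, then 30 min room temperature; Technique: intracellular calcium fluorescence with Fluo-8; Benchmarks: high carbachol 87 µM, low DMSO alone.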
RBBP9 inh: human RBBP9 hydrolase inhibition | O75884 | recombinant RBBP9, FP-Rh probe fluorescence polarization | inhibition, % at 7.94 µM | 0.2% of 220,000 active | AID 1515;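 active means inhibition above the campaign mean of all tested compounds plus 3 SD, cut at about 14% in these data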;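 further: plate controls were DMSO wells with RBBP9 for no effect and wells lacking RBBP9 protein for full effect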
Target sequence (O75884 whole entry, looked up): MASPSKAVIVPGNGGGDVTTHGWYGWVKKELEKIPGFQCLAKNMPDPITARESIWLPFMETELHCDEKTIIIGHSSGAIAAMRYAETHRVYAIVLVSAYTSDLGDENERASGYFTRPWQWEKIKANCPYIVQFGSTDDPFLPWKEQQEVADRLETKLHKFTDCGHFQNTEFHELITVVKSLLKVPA
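System: RBBP9 protein / Buffer or medium: Tris/NaCl buffer pH 8.0 with 0.1% Pluronic / Probe or stimulus: Serine-hydrolase probe FP-Rh, 375 nM pre-mixing / Dosing: 7.94 µM single dose, 0.794% DMSO / Times: enzyme-compound preincubation 30 min, then probe labeling 45 min, 25 °C / Technique: fluorescence polarization (mP), excitation 525 nm, emission 598 nm / Replication: singlicate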
BaF3 parental: counter-screen for JAK2V617F inhibitors: parental Ba/F3 viability inhibitors; inhibition, % at 5.6 µM; 1.1% of 220,000 active; CellTiter-Glo ATP luminescence;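 active means inhibition above a per-campaign cutoff, the mean inhibition of all tested compounds plus 3 SD, cut at about 27% in these data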;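 further: 0% = DMSO wells and 100% = JAK Inhibitor I control wells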
TRPML3 ag: human mucolipin-3 channel agonism. AID 1448. activation, % at 3 µM. Q8TDD5. 0.29% of 220,000 active. HEK293 TRPML3-YFP, Fluo-8 calcium fluorescence; 100% = the carbachol control signal;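 active means activation above its plate's cutoff, the mean activation of the plate's test wells plus 3 SD, cut at about 12% in these data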;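 further: 0% = DMSO only wells and 100% = carbachol wells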
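Material: HEK293 cells stably carrying human TRPML3-YFP; compound dosing: single dose, 3 µM final nominal compound, 0.3% DMSO final; incubation: 1-h 37 °C dye load, 5-s basal, 120-s post-compound reads; technique: Fluo-8 intracellular calcium fluorescence, excitation 470-495 nm, emission 515-575 nm; read-out basis: percent activation from peak-to-basal fluorescence ratio, scaled between DMSO and carbachol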
* marks the source's active call; other numbers are inactive results; · = no result given; & = joins results of further samples.

[1] CCCCCOC(=O)C1[C@H]2C(=O)N(c3ccccc3CC)C[C@]23C=C[C@H]1O3 (some centres undefined)
[2] CCN(Cc1ccccc1)S(=O)(=O)c1cc(C(=O)NC2CCCCCC2)ccc1OC
[3] C[C@H]1CC[C@H]2C(=O)N3[C@H](c4cccc(N5CCCC5=O)c4)[C@@H](C)CC[C@H]3C(=O)N2[C@@H]1c1cccc(N2CCCC2=O)c1
[4] O=C(CCN1C(=O)c2ccccc2C1=O)NC1=NCCS1
[5] Cc1ccc(C(=O)NC2c3ccccc3-c3ccccc32)cc1
[6] CCOC(=O)c1c(NC(=O)C2=C(C)NC(=S)NC2c2ccc(F)cc2F)sc(C)c1C (centres undefined)
[7] Cc1c(NC(=O)CSc2nnnn2C)c(=O)n(-c2ccccc2)n1C
[8] Cc1cc(NC(=O)c2ccc3c(c2)C(=O)N(Cc2cccnc2)C3=O)no1

Screen / compound no.,1,2,3,4,5,6,7,8
PPC-1+TRAIL kill,1,15,9,2,8,-5,25,10
CHOP inhibitor,-4,1,9,43,5,34,-4,-27
Wee1 stabilizer,0,1,-1,1,-2,-3,-3,-1
TNF death inh,-0.9,2.0,-4.7,0.3,-1.5,-1.6,-0.9,-1.7
Ba/F3 V617F tox,0,4,-1,0,-4,3,0,2
TRPN1 ag,0.2,-0.1,1.1,1.7,0.3,-1.0,-1.0,-0.1
RBBP9 inh,1,-13,-5,-4,-1,-7,2,-4
BaF3 parental,6,4,4,4,-3,10,1,8
TRPML3 ag,0.1,-0.1,-0.5,0.2,0.2,0.1,0.8,0.1

The final three records of the part before come first, to join the parts:
[6] CCOC(=O)c1c(NC(=O)C2=C(C)NC(=S)NC2c2ccc(F)cc2F)sc(C)c1C (centres undefined)
[7] Cc1c(NC(=O)CSc2nnnn2C)c(=O)n(-c2ccccc2)n1C
[8] Cc1cc(NC(=O)c2ccc3c(c2)C(=O)N(Cc2cccnc2)C3=O)no1
[9] Clc1ccc(-c2cc(C3CCNCC3)[nH]n2)c(Cl)c1
[10] CCc1nnc(NC(=O)CCC(=O)Nc2ccccc2)s1
[11] CC(C)N1C(=O)CCN(C=O)c2ccccc21
[12] COc1ccc(-c2cc(C(=O)N3CCN(c4ncccn4)CC3)c3ccccc3n2)c(OC)c1
[13] CC1CCCCC1NCC(=O)Nc1ccccc1-c1ccccc1 (centres undefined)
[14] CCOC(=O)c1c(NC(=O)CCN2C(=O)c3ccccc3C2=O)sc(C(=O)OC(C)C)c1C
[15] CCC(CC)NC(=O)Nc1ccc(F)cc1F
[16] O=C(O)Cc1c(-c2ccccc2)c2cc(Br)ccc2[nH]c1=O

Screen / compound no.,6,7,8,9,10,11,12,13,14,15,16
PPC-1+TRAIL kill,-5,25,10,18,6,·,25,20,32,-10,6
CHOP inhibitor,34,-4,-27,-18,26,0,4,38,-3,33,4
Wee1 stabilizer,-3,-3,-1,-3,1,-2,-4,0,1,1,-1
TNF death inh,-1.6,-0.9,-1.7,4.1,-2.3,-0.2,0.4,1.4,-3.2,1.4,1.4
Ba/F3 V617F tox,3,0,2,0,1,1,-5,0,-1,3,0
TRPN1 ag,-1.0,-1.0,-0.1,2.2,-1.8,-0.2,1.6,-2.3,0.0,0.2,0.7
RBBP9 inh,-7,2,-4,-8,-5,-5,-5,-8,3,-6,-5
BaF3 parental,10,1,8,7,9,7,-2,3,6,6,-2
TRPML3 ag,0.1,0.8,0.1,1.9,0.0,1.0,-0.1,9.7,-0.1,0.4,0.5

[17] COc1cc2c(cc1OC)C(NC(=O)C(F)(F)F)CNC2=O (centres undefined)
[18] CCOC(=O)C1CCN(CC(O)COc2ccc(C(C)(C)C)cc2)CC1 (centres undefined)
[19] S=C1NCN(C2CCCCC2)CN1CCc1ccccc1
[20] O=c1cc(-c2ccc(Cl)cc2)oc(=O)[nH]1
[21] Cc1cnc(C(=O)Nc2nccs2)cn1
[22] Cc1ccc(C(=O)N/C(=C/c2ccco2)C(=O)Nc2cccc(C)c2)cc1
[23] CN(C(=O)COc1ccc(S(=O)(=O)N2CCOCC2)cc1[N+](=O)[O-])C1CCS(=O)(=O)C1 (centres undefined)
[24] COc1c(F)c(F)c(C(=O)O)c(Nc2cccc(C)c2)c1F

Screen / compound no.,17,18,19,20,21,22,23,24
PPC-1+TRAIL kill,-2,11,21,-6,6,-9,-13,4
CHOP inhibitor,48,37,1,7,-23,-5,-9,16
Wee1 stabilizer,2,0,1,-1,2,-1,0,-2
TNF death inh,1.9,-2.6,0.2,1.2,2.3,-0.3,0.0,0.5
Ba/F3 V617F tox,0,3,-3,-1,1,-1,-5,-1
TRPN1 ag,1.9,0.5,-0.6,-0.9,0.7,0.8,0.2,-0.1
RBBP9 inh,9,-4,0,-1,1,2,-9,-9
BaF3 parental,0,7,1,-2,7,2,-4,4
TRPML3 ag,0.4,1.2,0.5,0.6,0.1,-0.2,0.4,0.5

[25] N#Cc1c(NC(=O)c2ccc(N3CCOCC3)c([N+](=O)[O-])c2)sc2c1CCCC2
[26] COC(=O)c1nnn(-c2ccc(F)c(Cl)c2)c1C(=O)OC
[27] CC(C)C(NC(=O)c1ccc(C(C)(C)C)cc1)C(=O)O (centres undefined)
[28] Cc1cnc(C(=O)OCC(=O)Nc2ccc(C)c(S(=O)(=O)N3CCCCCC3)c2)cn1
[29] O=C(Nc1ccc(NS(=O)(=O)c2ccccc2)cc1)c1cccnc1
[30] CNCCc1ccccn1
[31] COc1ccc(CN=C2NC(=O)CC(C(=O)Nc3cc(C)cc(C)c3)S2)cc1 (centres undefined)
[32] Cc1ccsc1/C=N/NC(=O)c1ccc(-n2cccc2)cc1

Screen / compound no.,25,26,27,28,29,30,31,32
PPC-1+TRAIL kill,18,17,3,-1,14,9,24,4
CHOP inhibitor,34,-5,2,4,11,3,40,-35
Wee1 stabilizer,1,0,1,-1,-4,1,0,1
TNF death inh,4.0,0.1,-0.7,0.1,0.0,0.3,2.6,-0.5
Ba/F3 V617F tox,4,7,0,0,-3,-6,-4,3
TRPN1 ag,0.6,-0.3,-0.1,1.4,1.1,0.8,-2.6,-0.1
RBBP9 inh,-1,-7,-7,-7,-12,4,-7,-10
BaF3 parental,9,5,8,5,4,-1,3,5
TRPML3 ag,1.3,-0.3,0.6,0.8,1.3,0.3,-1.4,0.1

[33] C/C(=N\Nc1nccnc1Cl)c1ccc(F)cc1
[34] FC(F)(F)C(F)(F)C(F)(F)c1nnc2ccc(N3CCOCC3)nn12
[35] CCOC1=C/C(=C/c2c(N)n3oc(C)cc3nc2=O)C=CC1=O
[36] CC1CCN(C(=O)Cc2nn(C)c(=O)c3ccccc23)CC1
[37] COc1ccc(S(=O)(=O)N2CCCCCC2)cc1Br
[38] CCOC(=O)c1ccc(N2CN(C3CCCCC3)CNC2=S)cc1
[39] O=C(NC1CCCCC1)C1CC(=O)N(c2cccc([N+](=O)[O-])c2)C1 (centres undefined)
[40] CC(=O)Nc1nnc(CSCc2ccc(F)cc2)s1

Screen / compound no.,33,34,35,36,37,38,39,40
PPC-1+TRAIL kill,15,-8,49,14,2,0,6,2
CHOP inhibitor,11,49,12,-15,14,-6,22,7
Wee1 stabilizer,-2,2,1,4,1,-3,-1,-2
TNF death inh,-0.1,-0.7,0.0,-0.1,1.6,-1.2,1.0,3.2
Ba/F3 V617F tox,4,2,-5,-1,2,-3,0,-1
TRPN1 ag,-0.7,-0.1,-0.6,2.3,-1.5,0.0,0.0,1.7
RBBP9 inh,-5,-3,3,-3,-9,-2,-8,0
BaF3 parental,10,1,4,3,17,2,-1,0
TRPML3 ag,-0.1,0.9,-0.2,0.2,106*,-0.3,0.9,1.2

[41] C=CCN(CC=C)C(=O)c1ccncc1
[42] COc1cccc(OCC(=O)NNC(=S)Nc2ccc(Cl)cc2Cl)c1
[43] Cc1nc2sc(C(c3ccccc3)N3CCN(C(=O)c4ccco4)CC3)c(O)n2n1 (centres undefined)
[44] COc1ccc(NS(=O)(=O)c2cc(NC(=O)CC(=O)c3ccc([N+](=O)[O-])cc3)ccc2C)cc1
[45] CS(=O)(=O)N1CCCC(C(=O)NCCCN2CCc3ccccc3C2)C1 (centres undefined)
[46] O=C(Nc1cccc(Cl)c1)Nc1nccs1
[47] Cc1cc(=O)oc2cc(OCC(=O)OCC(=O)N(C)C3CCS(=O)(=O)C3)ccc12 (centres undefined)
[48] COc1ccc(NC(C)=O)c(C)c1

Screen / compound no.,41,42,43,44,45,46,47,48
PPC-1+TRAIL kill,-7,16,-2,5,27,-16&12,5,29
CHOP inhibitor,-1,-6,29,30,18,-22&-18,0,-5
Wee1 stabilizer,-2,-1,1,-3,0,-2&1,-1,5
TNF death inh,0.1,-0.3,0.8,1.9,0.2,11&6.3,2.2,-1.0
Ba/F3 V617F tox,2,2,-3,4,-4,1&-3,-5,0
TRPN1 ag,1.7,0.6,-1.0,1.1,0.2,3.5&-0.5,1.5,1.1
RBBP9 inh,-4,1,-2,29*,-1,-9&-8,5,0
BaF3 parental,6,7,0,9,2,6&-4,5,8
TRPML3 ag,0.5,0.2,0.1,0.9,0.3,1.3&0.3,1.0,1.5

[49] Cc1onc(-c2c(F)cccc2Cl)c1C(=O)N1CCOC12CCCCC2
[50] N#Cc1c(-c2ccccc2)nc2n1CCS2
[51] CCCCCCCC(=O)N/N=C/c1ccc(Br)cc1
[52] Cc1nc(-c2nnc(SCC(=O)Nc3ccc(Cl)cc3)n2C)cs1
[53] COc1ccc(OC)c(N2C(=O)CC(Cc3ccc(Cl)cc3)C2=O)c1 (centres undefined)
[54] COc1ccc(/C=N/NC(=O)CCCOc2ccc(Cl)cc2Cl)cc1[N+](=O)[O-]

Screen / compound no.,49,50,51,52,53,54
PPC-1+TRAIL kill,6,18,5,-2,30,-20
CHOP inhibitor,7,9,97*,17,17,23
Wee1 stabilizer,-3,-3,0,-2,-1,-1
TNF death inh,-0.4,0.3,-1.9,3.0,-0.8,-1.7
Ba/F3 V617F tox,2,1,-5,1,-1,6
TRPN1 ag,0.1,0.6,1.2,1.6,0.6,-1.1
RBBP9 inh,-3,5,-5,-1,2,-10
BaF3 parental,5,8,1,7,6,7
TRPML3 ag,-0.6,0.7,0.2,0.5,2.0,-0.9
